MLLE-PAM2 inh: inhibitors of microRNA-mediated deadenylation, human PABP1 MLLE binding; P11940; GST-MLLE / FITC-PAM2 fluorescence polarization; inhibition, % at 20 µM; 0.36% of 360,000 active; in the data active means inhibition above about 35%, passing the limit was not always enough;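 further: plate controls were DMSO wells with GST-MLLE for no effect and wells lacking GST-MLLE protein for full effect; some results filed as inactive read as strong as hits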
Target sequence (P11940 whole entry, looked up): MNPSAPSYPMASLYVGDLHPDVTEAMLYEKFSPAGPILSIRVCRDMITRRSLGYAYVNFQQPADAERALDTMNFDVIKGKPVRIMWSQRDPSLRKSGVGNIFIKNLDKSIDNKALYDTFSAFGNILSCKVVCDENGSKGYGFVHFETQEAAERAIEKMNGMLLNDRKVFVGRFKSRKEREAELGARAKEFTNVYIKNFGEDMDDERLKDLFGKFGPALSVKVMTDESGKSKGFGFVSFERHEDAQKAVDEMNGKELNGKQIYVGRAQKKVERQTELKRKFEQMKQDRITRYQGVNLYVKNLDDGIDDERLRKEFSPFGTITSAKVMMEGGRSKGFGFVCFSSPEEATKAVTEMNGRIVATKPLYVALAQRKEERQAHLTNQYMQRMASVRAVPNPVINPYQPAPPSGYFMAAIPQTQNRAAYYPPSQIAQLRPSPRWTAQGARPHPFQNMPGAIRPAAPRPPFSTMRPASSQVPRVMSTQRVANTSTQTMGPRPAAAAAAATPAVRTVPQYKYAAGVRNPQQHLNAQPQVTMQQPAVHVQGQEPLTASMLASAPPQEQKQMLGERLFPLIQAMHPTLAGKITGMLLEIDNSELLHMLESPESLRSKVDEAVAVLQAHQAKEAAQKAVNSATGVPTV
MT1-MMP act inh: MT1-MMP (human) activation inhibition | 0.061% of 360,000 active | P50281 | HT1080 RFP-PRO-GFP cells, GFP/RFP ratio fluorescence, overnight; percent of plate control window, DMSO zero | GFP/RFP ratio change, % at 20 µM | AID 651647;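 active means GFP/RFP ratio change of at least 30% with cell ATP level not reduced by more than half and red fluorescence within 50% of control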; further: strong numbers were not always called active
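system = RFP-PRO-GFP reporter HT1080 cells | dosing = 20 µM single dose, 1% DMSO | timing = overnight cell settling, then overnight compound exposure, 37 °C, 5% CO2 | read-out basis = GFP/RFP fluorescence ratio | controls = DMSO and RFP-L50D-GFP cell wells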
Rin1-Abl PPI inh: blocks binding of human Rin1 to Abl; inhibition, % at 7.35 µM; 0.4% of 360,000 active; TR-FRET Rin1/Abl binding, biochemical; P00519+Q13671; in the data active means inhibition above about 5%, passing the limit was not always enough
bovine MsrA act: bovine methionine sulfoxide reductase A activation. purified bovine MsrA, absorbance read-out. 0.3% of 360,000 active. activation, % at 10.6 µM; in the data active means activation above about 7.5%;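 further: 0% = vehicle and 100% = reference activator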
MsrA inh: inhibitors of bovine MsrA; purified bovine MsrA, absorbance read-out; inhibition, % at 15.5 µM; 0.75% of 360,000 active; in the data active means inhibition above about 4.5%;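 further: 0% = vehicle wells with enzyme and 100% = reference inhibitor wells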
CSN inh: inhibitors of human CSN-mediated cullin deneddylation | Purified CSN, SCF-Nedd8-OG deneddylation, fluorescence polarization | AID 651999 | 0.38% of 360,000 active | inhibition, % at 12.5 µM | Q92905;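 active means pattern-corrected inhibition above about 35%, with an unprinted fluorescence ratio check between 0.5 and 1.5, limit read from the data, passing the limit was not always enough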;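 further: 0% = enzyme with substrate and 100% = substrate without enzyme; some results filed as inactive read as strong as hits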
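assay system = purified human Csn5 enzyme expressed in HEK293T cells | amount = 0.24 nM enzyme | buffer or medium = Tris/NaCl/DTT buffer, pH 7.5 | reagent = 10 nM SCFSkp2-Nedd8OG | compound = one concentration, 12.5 µM, 0.25% DMSO | times = 90 min reaction at room temperature | signal = FP | read-out basis = % inhibition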
Rpn11 inh: inhibitors of human proteasome Rpn11; O00487; human 26S proteasome, Ub4-pepOG fluorescence polarization; 20S core pre-blocked with epoxomicin; calls only at 20 µM; 0.59% of 360,000 active; AID 588493;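 active means inhibition at 20 µM, scaled to each plate's controls, above about 33%, limit read from the data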
Target sequence (O00487 whole entry, looked up): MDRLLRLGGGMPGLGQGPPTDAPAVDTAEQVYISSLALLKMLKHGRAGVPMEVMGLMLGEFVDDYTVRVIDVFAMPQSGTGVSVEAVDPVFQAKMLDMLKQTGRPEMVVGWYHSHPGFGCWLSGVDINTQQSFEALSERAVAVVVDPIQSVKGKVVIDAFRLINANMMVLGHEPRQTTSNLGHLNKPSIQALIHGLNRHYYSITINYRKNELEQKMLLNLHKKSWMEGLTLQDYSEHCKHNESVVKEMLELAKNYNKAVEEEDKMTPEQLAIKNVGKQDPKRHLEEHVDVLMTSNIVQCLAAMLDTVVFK
eLon inh: inhibitors of E. coli Lon protease. AID 602123. 0.42% of 360,000 active. purified E. coli Lon protease, fluorescence polarization. P0A9M0. inhibition, % at 7.94 µM; in the data active means inhibition above about 13%, passing the limit was not always enough;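 further: 0% = enzyme with probe and DMSO and 100% = no enzyme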
FAS-TE inh: inhibitors of human fatty acid synthase thioesterase domain | 0.67% of 360,000 active | recombinant FAS-TE, OMFH fluorogenic substrate, fluorescence endpoint | P49327 | inhibition, % at 15 µM | AID 602261;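 active means compounds whose normalised, plate-corrected inhibition of enzyme fluorescence in the single-dose primary screen is 50% or more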;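 further: 0% = DMSO with enzyme and 100% = substrate without enzyme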
An asterisk follows results filed as active; i = inactive; . = not tested or not shown.

SMILES	MLLE-PAM2 inh	MT1-MMP act inh	Rin1-Abl PPI inh	bovine MsrA act	MsrA inh	CSN inh	Rpn11 inh	eLon inh	FAS-TE inh
CCCCNCCOc1ccccc1-c1ccccc1	-1	-1	-2	-4	-1.0	-3	i	-4	-13
O=[N+]([O-])c1ccc(N=Cc2ccc(Br)c([N+](=O)[O-])c2)cc1	-13	0	0	-3	4.0	2	i	6	-1
Cc1ccc(NC(=O)CN2C(=O)NC3(CCCC3)C2=O)cc1S(=O)(=O)N1CCCCC1	6	4	5	-5	0.7	2	i	-6	-4
CC(=O)Nc1ccc(S(=O)(=O)N(CC(=O)Nc2cc(C)on2)Cc2ccc(F)cc2)cc1	3	2	0	0	-0.6	-1	i	8	-2
COC(=O)c1c(NC(=O)CN2C(=O)NC3(CCC(C)CC3)C2=O)sc2c1CCC2 (stereo not given)	12	1	2	-10	0.1	-4	i	-5	-7
COc1ccccc1-n1c(SCC(=O)N(C)C)nnc1-c1ccco1	0	0	-2	-4	-1.5	3	i	-13	-4
COc1cc(C(C)=O)ccc1OCC(O)CN1CCN(c2ccccn2)CC1 (stereo not given)	0	8	-2	-9	-1.0	2	i	10	-9
OC(CCc1ccncc1)COc1ccccc1 (stereo not given)	6	6	4	0	-1.5	-2	i	9	-8
COc1ccccc1OCCNC(=O)Cc1ccc(Cl)c(Cl)c1	12	1	2	3	1.2	-1	i	3	4
CCOc1ccc(NC(=O)CN2C(=O)CSC(C)C2=O)cc1 (stereo not given)	8	3	2	-3	1.3	1	i	-2	-3
COc1cc(C(=O)N/N=C/c2ccccn2)cc(OC)c1OC	-1	1	2	-2	-1.2	0	i	1	-6
CCCc1noc2c1/C(=N\O)CC(c1ccccc1)C2 (stereo not given)	10	5	0	7	1.0	0	i	1	-7
CC12CCC(C(=O)N/N=C/c3ccc(O)cc3)(OC1=O)C2(C)C (stereo not given)	1	3	-3	-3	2.0	-4	i	10	-4
Nc1ncnc2nc(SCc3ccccc3)[nH]c12	-40	2	-1	7.8*	0.4	-5	i	-5	-5
O=C(CSc1nnc(Nc2ccccc2)s1)NC1CCS(=O)(=O)C1 (stereo not given)	5	2	1	-2	0.8	1	i	-3	-3
O=C(c1ccccc1)N1CCCc2ccccc21	6	-1	-2	0	-0.6	-1	i	-10	1
CN(CC(=O)Nc1ccc2c(c1)OCO2)S(=O)(=O)c1cccs1	-7	-2	-2	-1	0.0	-2	i	-1	-4
CC(=O)c1ccc(NS(=O)(=O)c2ccc3c(c2)N(C(C)=O)CCO3)cc1	-3	1	0	-4	2.0	-2	i	2	-5
CCOc1cc(C(=S)N2CCCC2)ccc1OCc1ccccc1	2	4	1	-9	-0.4	5	i	2	22
CN(Cc1ccccc1)C(=O)c1[nH]cnc1C(=O)Nc1ccc(Cl)cc1	0	2	0	-1	0.5	-1	i	18	13
CCNC(=O)c1ccccc1SCC(=O)Nc1ccc(F)cc1	11	-3	2	-5	-1.7	1	i	-1	-1
CCc1nc(SCC(=O)NC2CC2)c2c(C)c(C)sc2n1	-4	1	-4	-1	-0.2	6	i	7	-3
CC(C)Cc1cc(C(=O)Nc2ccccc2)c2ccccc2n1	-1	-8	4	-1	-0.1	1	i	-10	3
CC(OC(=O)c1ccccc1)C(=O)NCc1ccco1 (stereo not given)	17	0	0	-5	0.0	4	i	-4	-4
CSCCC(NC(=O)c1cccc([N+](=O)[O-])c1)c1nc2ccccc2[nH]1 (stereo not given)	10	0	-3	-3	0.1	2	i	11	26
(next part)
SMILES	MLLE-PAM2 inh	MT1-MMP act inh	Rin1-Abl PPI inh	bovine MsrA act	MsrA inh	CSN inh	Rpn11 inh	eLon inh	FAS-TE inh
O=C(CCNS(=O)(=O)c1ccccc1)N1CCC(Cc2ccccc2)CC1	1	-4	-1	-2	0.8	1	i	-13	-1
CCCCN(CC)CCCNC(=O)c1cn(C)c2ccc(S(=O)(=O)N(C)C3CCCCC3)cc2c1=O	11	-6	3	-5	0.6	2	i	6	4
O=S(=O)(Cc1ccccc1)Nc1cccc(Br)c1	1	-6	-1	2	-0.5	-1	i	-4	2
CCc1cc(-c2nnn(CCC3COCCO3)c2CC)cc(CC)c1-c1cn(Cc2ccc3ccccc3c2)nn1 (stereo not given)	-2	-7	-4	-2	0.4	0	i	3	14
CC(=C1C(=O)c2ccccc2C1=O)N1CCN(Cc2ccccc2)CC1	7	3	1	-2	1.8	2	i	-14	-10
CN(C(=O)COC(=O)CSc1ccc(C(N)=O)cc1[N+](=O)[O-])C1CCCCC1	-17	-2	2	-4	0.5	2	i	-5	6
COc1ccc(-n2nnnc2SCC(=O)NCc2cccs2)cc1	-8	-2	-3	0	1.0	4	i	-5	-3
CC(=O)c1oc2ccccc2c1NC(=O)CN1CCCCC1	6	1	-4	-2	1.8	5	i	9	3
COC(=O)/C(C#N)=C/c1ccc(OC(=O)c2ccccn2)cc1	-75	-4	-1	-2	1.7	5	.	-18	-18
CCn1cc(CN2CCc3c([nH]c4ccccc34)C2c2cccc(O)c2)c(C)n1 (stereo not given)	-6	-4	1	-3	1.3	1	i	-1	1
COc1ccc(C2=NOC(Cn3nc(C(=O)O)cc3-c3ccccc3)C2)cc1 (stereo not given)	5	2	0	0	-0.9	1	i	0	-4
CC(C)c1cccc(C(C)C)c1NC(=O)COC(=O)C1CCC1	-11	1	-2	-3	0.1	-5	i	-6	-4
Cc1ccc(/C=C(\C#N)C(=O)NC(C)c2ccccc2)o1 (stereo not given)	-3	-4	0	-4	2.0	-1	i	-13	0
COc1ccc(OC)c(NC(=O)[C@@H]2CCCN2C(=O)c2cccs2)c1	2	-1	-2	-3	.	-1	i	-8	-9
CN(CC(=O)N1CCN(c2ccccc2)CC1)S(=O)(=O)c1cccs1	-9	1	6	-9	0.3	4	i	-3	-6
O=C(Nc1ccccc1C(F)(F)F)c1ccccn1	-10	-1	0	-3	-0.4	9	i	-3	-2
CCCCc1nnc(NC(=O)Cc2ccc(S(=O)(=O)N3CCOCC3)s2)s1	-59	-14	4	-6	0.1	7	i	-20	0
O=C(Cc1ccccc1F)NCC1(N2CCOCC2)CCCCC1	4	-6	-1	-8	-0.5	5	i	-11	-4
O=C(NCc1ccc(F)cc1)C(=O)Nc1nc(C23CC4CC(CC(C4)C2)C3)cs1	-1	-12	-2	1	0.2	-3	i	0	14
CC(C)(C)NC(=O)C1c2ccccc2OCC(=O)N1Cc1cccnc1 (stereo not given)	.	6	.	-2	-0.1	-6	.	-2	-5
CCOC(=O)C1NN=C(C(=O)c2ccccc2)C1c1ccc(OC)cc1 (stereo not given)	-14	3	4	-1	0.0	-3	i	0	0
CC(=O)c1ccc2c(c1)N(Cc1ccc3ccccc3c1)C(=O)C(C)S2 (stereo not given)	5	-5	-2	-2	0.2	-3	i	5	27
CCOC(=O)C(C)NC(=O)CCc1nnc2ccc(N3CCC(C)CC3)nn12 (stereo not given)	8	7	2	-5	1.6	-3	i	-1	-2
COc1ccc(-n2c(Cc3cccn3C)nnc2SCC(=O)NCc2ccco2)cc1	-6	2	5	-9	0.3	-6	i	2	-5
Cc1ccccc1C(=O)OCc1cnc(Cl)s1	-2	4	2	-9	0.0	-6	i	3	9

6 compounds picked at random from those above:
SMILES	MLLE-PAM2 inh	MT1-MMP act inh	Rin1-Abl PPI inh	bovine MsrA act	MsrA inh	CSN inh	Rpn11 inh	eLon inh	FAS-TE inh
O=S(=O)(Cc1ccccc1)Nc1cccc(Br)c1	1	-6	-1	2	-0.5	-1	i	-4	2
COc1ccc(OC)c(NC(=O)[C@@H]2CCCN2C(=O)c2cccs2)c1	2	-1	-2	-3	.	-1	i	-8	-9
CC(=C1C(=O)c2ccccc2C1=O)N1CCN(Cc2ccccc2)CC1	7	3	1	-2	1.8	2	i	-14	-10
O=C(NCc1ccc(F)cc1)C(=O)Nc1nc(C23CC4CC(CC(C4)C2)C3)cs1	-1	-12	-2	1	0.2	-3	i	0	14
COC(=O)/C(C#N)=C/c1ccc(OC(=O)c2ccccn2)cc1	-75	-4	-1	-2	1.7	5	.	-18	-18
CC(=O)c1ccc2c(c1)N(Cc1ccc3ccccc3c1)C(=O)C(C)S2 (stereo not given)	5	-5	-2	-2	0.2	-3	i	5	27

Continued.
SMILES	MLLE-PAM2 inh	MT1-MMP act inh	Rin1-Abl PPI inh	bovine MsrA act	MsrA inh	CSN inh	Rpn11 inh	eLon inh	FAS-TE inh
CCCCCCn1cc(CN2CC(N3CCSCC3)CS2(=O)=O)nn1 (stereo not given)	.	5	.	-3	-0.1	-1	.	0	-9
O=C1c2ccccc2C(=O)N1OCc1ccccc1	-1	-1	0	3	-0.7	1	i	-3	2
CC(=O)Oc1c(S(=O)(=O)c2ccc(C)cc2)c(C)nn1-c1ccccc1	-8	-1	2	-12	-0.1	5	i	-9	-7
CON/C=C(\C=Nc1ccc(F)cc1)c1ncc(C(F)(F)F)cc1Cl	-7	0	1	2	-0.6	0	i	3	23
CCC(C)C(NC(N)=O)C(=O)Nc1ccc(C)c(Cl)c1 (stereo not given)	-86	1	-2	-3	-0.6	-17	i	-7	-6
CC1=NOC(=O)/C1=C/c1ccc(O)cc1	1	-2	4	-4	0.7	-1	i	-4	0
CCOc1cccc(C(=O)Nc2nnc(-c3cccs3)s2)c1	2	4	0	-3	-1.1	4	i	-3	-8
CNC1=CC(=O)CC(c2ccccc2)C1 (stereo not given)	5	0	0	-13	-0.2	-3	i	-5	-9
O=C(COC(=O)c1cccs1)Nc1cccc(S(=O)(=O)N2CCCCC2)c1	-2	1	2	-2	0.7	1	i	-11	7
O=C(Nc1ccc(F)cc1F)c1ccc(-n2cccn2)nc1	-5	2	-5	1	-0.2	2	i	2	-3
O=c1oc2ccccc2c(N2CCCCC2)c1CN1CCCCC1	-3	-1	-3	-3	1.6	3	i	-8	0
CC(C)CN(C(=O)COC(=O)Cc1cccc2ccccc12)c1c(N)n(Cc2ccccc2)c(=O)[nH]c1=O	-12	-7	-1	-3	-0.1	-2	i	-7	-4

Three compounds out of the list, arranged by SMILES length, rising.
SMILES	MLLE-PAM2 inh	MT1-MMP act inh	Rin1-Abl PPI inh	bovine MsrA act	MsrA inh	CSN inh	Rpn11 inh	eLon inh	FAS-TE inh
CCCc1noc2c1/C(=N\O)CC(c1ccccc1)C2 (stereo not given)	10	5	0	7	1.0	0	i	1	-7
COC(=O)c1c(NC(=O)CN2C(=O)NC3(CCC(C)CC3)C2=O)sc2c1CCC2 (stereo not given)	12	1	2	-10	0.1	-4	i	-5	-7
CCc1cc(-c2nnn(CCC3COCCO3)c2CC)cc(CC)c1-c1cn(Cc2ccc3ccccc3c2)nn1 (stereo not given)	-2	-7	-4	-2	0.4	0	i	3	14

Screening data as filed in PubChem.

Outcome played no part in choosing rows; overall some 3.7% were active at least once.
